D2 antagonist = antagonists of human D2 dopamine receptor; P14416; 2% of 340,000 active; inhibition, % at 10 µM; HEK293 TREx D2 cells, calcium flux, dopamine EC80; AID 485344; in the data active = inhibition above about 30%; note: 0% is about no effect
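HEK293 T-REx D2 cells, tet-induced, calcium dye no-wash. Cpd pintool add, 180 s kinetic, then EC80 DA, 180 s kinetic. Ca flux read.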
TRHR enhancer = TRH receptor (human) allosteric enhancement. P34981. TRHR cells, fluo-8 calcium fluorescence, EC20 TRH enhancement. enhancement, % at 2 µM. 0.66% of 360,000 active; in the data active = enhancement above about 30%; note: 0% is about no effect
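TRHR-expressing cells loaded with fluo-8 calcium dye were read kinetically (ex 480/em 530) during compound addition, then stimulated with an EC20 of TRH (10 nM final). Enhancement of the Gq-mediated intracellular calcium response was scored.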
TRHR ag = TRH receptor (human) agonism. TRHR cells, calcium flux fluo-8, FDSS agonist mode. activation, % at 2 µM. 0.18% of 360,000 active. AID 493084. P34981; in the data active = activation above about 30%; note: 0% is about no effect
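Steps: seed TRHR cells overnight; add fluo-8 no-wash Ca dye, RT 30 min–1.5 h; record 10 s baseline; pin-transfer compounds; monitor fluorescence 1 cycle/s for the agonist window. Calcium increases flag candidate agonists.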
PI4K2A inh = inhibitors of human PI4K2A; Q9BTU6; purified PI4K2A, ADP-Glo luminescence, 1 h; stronger effect = lower value; activity change, negative = inhibition, % at 76.9 µM; 0.13% of 420,000 active; in the data active = activity change below about -50%; inconclusive = mostly about -30% to -49%;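 note: -100% = wells without enzyme as full effect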
Target sequence (Q9BTU6 whole entry, looked up): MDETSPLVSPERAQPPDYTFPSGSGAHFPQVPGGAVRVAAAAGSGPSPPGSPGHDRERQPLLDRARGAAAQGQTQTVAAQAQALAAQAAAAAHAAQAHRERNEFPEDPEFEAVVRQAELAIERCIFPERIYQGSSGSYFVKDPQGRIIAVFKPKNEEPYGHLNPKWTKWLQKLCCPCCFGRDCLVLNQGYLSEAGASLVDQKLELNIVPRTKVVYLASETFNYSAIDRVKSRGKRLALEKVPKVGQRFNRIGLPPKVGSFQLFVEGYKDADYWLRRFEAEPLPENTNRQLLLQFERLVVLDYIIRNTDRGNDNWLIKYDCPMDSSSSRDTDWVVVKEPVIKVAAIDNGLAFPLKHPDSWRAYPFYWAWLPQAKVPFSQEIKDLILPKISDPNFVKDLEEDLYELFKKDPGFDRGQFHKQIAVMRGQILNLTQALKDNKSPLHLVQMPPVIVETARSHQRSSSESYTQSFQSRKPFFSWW
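In this quantitative HTS, ADP production by PI4K2A was quantified luminescently after 1 h at ambient temperature; 100 microM adenosine served as plate-quality control.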
D2 ag = agonists of human D2 dopamine receptor | P14416 | HEK293 T-REx D2 cells, calcium flux agonist mode | activation, % at 2 µM | 0.53% of 340,000 active | AID 485358;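 active = activation over 3 SD above normal in the single-dose calcium agonist read, cut at about 30% in these data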; note: 0% is about no effect
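HEK293 Trex D2 cells, tetracycline-induced, o/n 30 C 5% CO2; no-wash Ca dye, RT 30–90 min; 10-cycle baseline, 23 nl cpd added, kinetic Ca read 180 s; agonist hits = positive Ca response.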
USP1-UAF1 inh = blocks the human USP1/UAF1 deubiquitinase complex. O94782. recombinant USP1/UAF1, Ub-Rhodamine cleavage fluorescence. Potency, µM (top dose mostly 57.1 µM), for the others: at the top dose activity change, negative = inhibition, actives largely listed as inhibitors. 0.23% of 390,000 active; note: potency is the fitted concentration of half-maximal effect; % is set by controls: 0 for no effect and ±100 for the full control effect; nearly all actives have a fitted effect of over 60% in size; inactives centre near -12
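USP1/UAF1 complex (1 nM) preincubated 15 min at room temperature with compound, then Ub-Rho substrate (150 nM final) added. Kinetic fluorescence at 480/540 nm over 6 reads at 60 s intervals; 50 mM HEPES pH 7.8, 0.5 mM EDTA, 0.1 mg/ml BSA, 1 mM TCEP, 0.01% Tween-20.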
TrxR1 inh = inhibitors of rat thioredoxin reductase 1; O89049; recombinant rTrxR1, NADPH fluorescence consumption, selenite substrate; Potency, µM (highest dose often 114 µM), for the others: at the top dose activity change, negative = inhibition, hits mostly inhibitors; 1% of 390,000 active; AID 588453; note: potency is the fitted concentration of half-maximal effect; % is set by controls: 0 for no effect and ±100 for the full control effect; nearly all actives have a fitted effect of over 65% in size
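Rat TrxR1 (90 nM in the dispensed reagent) was pre-reduced with 400 uM NADPH for 5 min at room temperature, then incubated with compound for 15 min. After 400 uM selenite was added, NADPH fluorescence (Ex 340/Em 450 nm) was followed for 8 min.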
mIDH1 inhibitor = inhibitors of human mutant IDH1 R132H; O75874; IDH1-R132H enzyme, NADPH consumption, diaphorase/resazurin fluorescence; Potency, µM (series often up to 76.6 µM), for inactives: top-dose activity change, negative = inhibition, usual class: inhibitors; 0.093% of 390,000 active; AID 602179; note: potency is the fitted concentration of half-maximal effect; % is set by controls: 0 for no effect and ±100 for the full control effect; nearly all actives have a fitted effect of over 65% in size
Target sequence (O75874 whole entry R132H, stated change not applied): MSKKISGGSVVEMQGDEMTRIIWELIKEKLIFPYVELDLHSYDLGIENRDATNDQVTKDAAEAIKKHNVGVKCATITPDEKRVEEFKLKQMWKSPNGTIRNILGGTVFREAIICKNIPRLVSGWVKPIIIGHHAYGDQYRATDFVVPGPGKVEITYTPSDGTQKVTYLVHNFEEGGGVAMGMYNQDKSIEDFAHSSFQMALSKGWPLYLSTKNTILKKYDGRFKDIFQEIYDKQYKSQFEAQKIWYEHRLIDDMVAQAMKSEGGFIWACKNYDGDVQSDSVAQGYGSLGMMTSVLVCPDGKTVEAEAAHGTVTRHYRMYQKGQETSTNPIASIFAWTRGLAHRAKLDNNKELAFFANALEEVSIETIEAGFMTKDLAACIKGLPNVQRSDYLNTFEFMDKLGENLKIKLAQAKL
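IDH1-R132H (0.5 ug/mL) preincubated 30 min with compound, then NADPH (0.016 mM) and alpha-KG (2 mM) added; 80 min at RT, pH 7.5. Remaining NADPH coupled via diaphorase/resazurin to fluorescence (540/590 nm); concentration-response curves normalized to no-enzyme control.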
TrxR1 substrate = rat thioredoxin reductase 1 substrate activity | purified TrxR1 substrate turnover, NADPH consumption readout | O89049 | Potency, µM (titrated, usually from 114 µM), inactives show at the top dose activity change, negative = substrate turnover | 0.01% of 390,000 active; note: potency is the fitted concentration of half-maximal effect; % is set by controls: 0 for no effect and ±100 for the full control effect; nearly all actives have a fitted effect of over 50% in size
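Rat TrxR1, dispensed at 90 nM, was prereduced with 400 uM NADPH (final) for 5 min at ~22 deg C, then incubated with compound 15 min before 400 uM selenite. A first-read NADPH fluorescence drop versus no-compound background flagged substrates.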
Numbers without * were called inactive; ? = inconclusive; nt = no result given; & = joins results of further samples; [ ] = another dose, or the depositor's remark. Unless noted, calls come from the whole dose curve; as a rule, active = well fitted inhibition curve with a large enough effect; inconclusive = small, poorly fitted or top-dose-only effect; inactive = no such curve, though single readings can be large or run the other way.

(1) COc1cc(C(=O)N/N=C/c2sccc2C)cc(OC)c1OC
(2) CCOC(=O)N(CC)OC(=O)Nc1ccc(Cl)cc1
(3) Cc1ccc(S(=O)(=O)N2CCOCC2)cc1C(=O)Nc1ccc(S(=O)(=O)Nc2nccs2)cc1
(4) Cc1ccccc1CN(C)Cc1cc(=O)oc2c(C)c(C)ccc12
(5) N#Cc1ccc(S(=O)(=O)N2CCC(C(=O)N3CCN(Cc4ccc5c(c4)OCO5)CC3)CC2)cc1
(6) COc1ccc(Cn2c(O)c(C=Nc3ccc(C)cc3)c3ccccc3c2=O)cc1
(7) CC1=CC(=O)[C@@H](O)[C@@H](c2ccccc2Br)N1C
(8) Cc1ccccc1OCC(O)CN1CCN(C)CC1 (centres undefined)
Compound | 1 | 2 | 3 | 4 | 5 | 6 | 7 | 8
D2 antagonist | 5.5 | -7.3 | nt | 5.5 | 42.6* | -15.2 | nt | -16.0
TRHR enhancer | 5.0 | -4.8 | 0.3 | 7.3 | -0.9 | -1.2 | nt | 2.7
TRHR ag | -0.2 | 1.0 | 0.3 | -2.1 | -0.1 | 0.6 | nt | -0.5
PI4K2A inh | -4.2 | 11.0 | -0.4 | 2.3 | 0.6 | -0.6 | 1.8 | 1.3
D2 ag | -0.8 | 1.0 | nt | -0.6 | 34.6* | 0.7 | nt | -1.0
USP1-UAF1 inh | -17.6% | -12.5% | -4.9% | -7.4% | -19.9% | 0.3% | -14.5% | -12.1%
TrxR1 inh | 16.0%[57.1 µM] | ? | 10.4% | 4.6% | 11.3% | 9.6% | 18.5% | 13.8%
mIDH1 inhibitor | 2.8% | -2.6% | -5.8% | 9.0% | 9.1% | -8.2% | -8.5%[38.3 µM] | -5.8%
TrxR1 substrate | 5.3%[57.1 µM] | -5.6% | -1.8% | -2.3% | 0.6% | -3.4% | -7.8% | 2.4%

(9) Cc1ccc(NC(=O)CCc2c(C)nn(-c3ccc(N4CCOCC4)nn3)c2C)cc1F
(10) CCOC(=O)Cc1csc(NC(=O)Nc2ccc(OC(F)(F)F)cc2)n1
(11) CCCc1nn2c(=O)cc(COC(=O)C3CCCCC3)nc2s1
(12) c1ccc2c(c1)OCC(c1csc3ncnc(N4CCCC4)c13)O2 (centres undefined)
(13) O=C(CSc1nnc(CN2CCOCC2)n1-c1ccc(Cl)cc1)Nc1ccc2c(c1)OCO2
(14) Cc1cccc(N(C(=O)Cn2nnc(-c3ccc(F)cc3)n2)C(C(=O)NC(C)(C)C)c2ccncc2)c1 (centres undefined)
(15) Cc1ccc2nc(SCC(=O)c3c(C)[nH]c4ccccc34)[nH]c2c1
(16) CCCCC(CC)CNCc1cccn1CCN1CCOCC1 (centres undefined)
Compound | 9 | 10 | 11 | 12 | 13 | 14 | 15 | 16
D2 antagonist | 1.7 | 7.7 | nt | -11.7 | 20.9 | -1.1 | -22.1 | nt
TRHR enhancer | 3.8&-3.9 | -3.5 | 3.7 | 0.1 | -3.4 | 0.7 | 4.6 | -10.1
TRHR ag | 0.2&-0.5 | 0.1 | 0.4 | 0.6 | 0.2 | -0.3 | 0.5 | -0.1
PI4K2A inh | -0.6&-2.7 | 2.1 | 6.0 | -5.0 | 3.9 | 0.8 | -0.4 | 5.2
D2 ag | -2.7&0.0 | 0.5 | -0.4 | 0.6 | -1.3 | -0.5 | 0.3 | nt
USP1-UAF1 inh | -14.3%&-9.0% | -15.2% | -9.3% | -28.3% | 3.2% | -7.1% | -1.2% | -21.7%
TrxR1 inh | 28.6% | 12.0%[57.1 µM] | 21.2%[57.1 µM] | 9.2%[57.1 µM] | 1.1% | 16.8% | -20.2% | ?
mIDH1 inhibitor | 0.1%&-14.5% | 1.5% | -1.3% | 3.3% | 3.1% | -13.6% | 4.7% | -1.1%
TrxR1 substrate | -0.5% | 3.8%[57.1 µM] | 1.9%[57.1 µM] | -6.8%[57.1 µM] | 5.5% | 0.1% | -11.3% | 4.8%

(17) Cc1cc(Nc2ccccc2O)nc(C)n1
(18) CCOc1cc(NC(=S)NCC2CCCO2)c(OCC)cc1NC(=O)C1CC1 (centres undefined)
(19) CN(C)c1ccc(NS(=O)(=O)c2ccc(Cl)cc2)cc1
(20) Cc1cc(CNC(=O)c2ccc(C)c([N+](=O)[O-])c2)c2ccccc2n1
(21) Nc1nc(OCC2CCCCC2)c2[nH]cnc2n1
(22) O=C(/C=C/Nc1ccc(S(=O)(=O)Nc2cnc3ccccc3n2)cc1)c1cccnc1
(23) Cc1c(Cl)cccc1NC(=O)N1CCC(CN2CCCC2)CC1
(24) O=C(COC(=O)/C=C/c1ccco1)NCc1ccc(Cl)cc1
Compound | 17 | 18 | 19 | 20 | 21 | 22 | 23 | 24
D2 antagonist | nt | -8.4 | 4.2 | 9.4 | 11.0 | -5.7 | nt | 12.4
TRHR enhancer | -2.1 | -5.8 | 1.0 | -3.9 | -1.4 | 1.8 | 0.6 | -6.2
TRHR ag | 1.3 | -0.5 | -0.7 | 0.1 | 2.5 | -0.4 | -0.5 | -0.3
PI4K2A inh | -0.7 | -0.5 | 1.5 | 2.0 | -5.4 | -7.9 | 1.9 | 1.7
D2 ag | nt | 0.5 | -1.1 | 0.2 | 0.5 | 0.1 | 1.4 | 0.0
USP1-UAF1 inh | -24.2% | -16.7% | -20.9% | -12.0% | -0.6% | 7.3% | -7.5% | -22.0%
TrxR1 inh | 34.1% | -5.0% | -11.8%[11.4 µM] | 25.0%[57.1 µM] | -5.5% | -6.3% | -4.1% | 79.4µM*
mIDH1 inhibitor | -7.7% | 7.7% | 5.1% | -0.8% | -13.4% | 3.3% | 0.5% | 0.0%
TrxR1 substrate | 3.0% | 4.0% | -3.5%[11.4 µM] | 2.7%[57.1 µM] | -4.5% | -13.6% | 7.1% | -2.6%

Structures above that bear a hit mark in TrxR1 inh:
#	Compound	D2 antagonist	TRHR enhancer	PI4K2A inh	USP1-UAF1 inh	TrxR1 inh	TrxR1 substrate
24	O=C(COC(=O)/C=C/c1ccco1)NCc1ccc(Cl)cc1	12.4	-6.2	1.7	-22.0%	79.4µM*	-2.6%

Going on with the list:
(25) CC(C)C(c1nnnn1Cc1ccco1)N1CCN(C2CCCC2)CC1 (centres undefined)
(26) COC(=O)c1cc(CC(=O)c2ccc(O)cc2O)c(C)o1
(27) CC(C)c1c(C(=O)N/N=C/c2cccnc2)nnn1-c1nonc1N
(28) CCCN=CC1=C(O)CC(c2ccccc2)CC1=O (centres undefined)
(29) CCC(C)(C(=O)NC1CCCC1)N(C(C)=O)c1ccc(C)cc1 (centres undefined)
(30) CCN(CC)c1ccc(NC(=O)C(NS(=O)(=O)c2cccs2)C(C)C)c(C)c1 (centres undefined)
(31) COc1ccc(Cl)c(OC)c1C(=O)NC(=O)Nc1nc(C)nc(C)n1
(32) CSc1nc(Sc2ccccc2Cl)c2ccccc2n1
Compound | 25 | 26 | 27 | 28 | 29 | 30 | 31 | 32
D2 antagonist | 10.5 | -11.9 | -8.4 | -23.8 | 8.2 | nt | nt | -2.0
TRHR enhancer | 1.5 | 2.9 | 6.2 | 3.0 | 4.8 | 10.1 | -0.2 | 2.1
TRHR ag | 2.7 | 0.4 | 0.5 | -0.1 | -0.7 | -0.7 | -0.2 | 0.5
PI4K2A inh | 6.3 | 5.6 | 2.0 | 4.6 | 0.7 | -4.7 | 0.0 | -10.2
D2 ag | 0.1 | -0.5 | 0.6 | 0.3 | 1.1 | 0.0 | nt | 1.1
USP1-UAF1 inh | -15.1% | -3.7% | -6.7% | -7.0% | -7.0% | -26.1% | -25.2% | -7.6%
TrxR1 inh | -9.5% | -1.3% | 5.0% | -20.7% | 5.4% | -3.9% | 38.2%[activator] | 15.2%
mIDH1 inhibitor | 0.6% | -12.7% | 2.7% | -2.9% | 0.4% | -9.6% | -13.4% | 1.7%
TrxR1 substrate | 4.4% | -2.3% | -9.5% | -9.4% | -4.9% | -10.3% | 14.6% | 16.6%

(33) CCn1nnc(NC(=O)C(C)Oc2ccc(Cl)cc2Cl)n1 (centres undefined)
(34) CCOc1ccc(C=NCC(O)c2ccccc2)cc1 (centres undefined)
(35) CCC(=O)N1CCc2cc(Br)cc(S(=O)(=O)N3CCCC(C(=O)Nc4ccc(C(C)C)cc4)C3)c21 (centres undefined)
(36) CCN(CC)S(=O)(=O)c1ccc(C(=O)NCc2cccs2)cc1
(37) O=C(COC(=O)C(O)C(O)C(=O)OCC(=O)c1ccc(C(F)(F)F)cc1)c1ccc(C(F)(F)F)cc1 (centres undefined)
(38) COc1cc([N+](=O)[O-])cc(/C=N/NC(=O)Cn2nccc2C)c1O
Compound | 33 | 34 | 35 | 36 | 37 | 38
D2 antagonist | 0.5 | 12.9 | nt | 13.6 | 8.7 | -19.3
TRHR enhancer | -23.1 | -3.8 | -7.8 | -4.3 | 2.0 | 5.0
TRHR ag | -1.5 | 1.6 | 1.8 | 0.8 | -0.3 | -0.1
PI4K2A inh | 2.3 | 5.2 | -4.2 | 0.4 | 3.5 | -3.3
D2 ag | 0.3 | 20.8 | 0.9 | 0.5 | 0.2 | -0.9
USP1-UAF1 inh | 0.5% | -8.6% | -17.7% | -2.0% | -15.4% | -24.3%
TrxR1 inh | 4.5% | 4.3% | 9.3% | -7.0% | 16.7% | -2.8%
mIDH1 inhibitor | 1.3% | 12.9% | 14.4% | 2.8% | 0.3% | -6.0%
TrxR1 substrate | 1.5% | -0.2% | -4.3% | -5.4% | 7.8% | -20.7%

A different layout for some results above:
Results follow in this order: D2 antagonist, TRHR enhancer, TRHR ag, PI4K2A inh, D2 ag, USP1-UAF1 inh, TrxR1 inh, mIDH1 inhibitor, TrxR1 substrate
37. O=C(COC(=O)C(O)C(O)C(=O)OCC(=O)c1ccc(C(F)(F)F)cc1)c1ccc(C(F)(F)F)cc1 (centres undefined)
→ 8.7, 2.0, -0.3, 3.5, 0.2, -15.4%, 16.7%, 0.3%, 7.8%
38. COc1cc([N+](=O)[O-])cc(/C=N/NC(=O)Cn2nccc2C)c1O
→ -19.3, 5.0, -0.1, -3.3, -0.9, -24.3%, -2.8%, -6.0%, -20.7%
